Mito fusion act – qHTS Assay for Small Molecule Inhibitors of Mitochondrial Division or Activators of Mitochondrial Fusion. S. cerevisiae fusion-defective mutant growth rescue, CellTiterGlo 48 h. Potency, µM (top dose mostly 46.1 µM), for inactives: at the top dose growth rescue (activation), hits mostly activators. actives 0.23% (n = 320,000);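 also: potency is read from the fitted curve at half-maximal effect; % of control where 0% means no effect; nearly all actives have a fitted effect of over 45% in size; temperature-sensitive fusion mutants such as fzo1-1 at 37 °C on non-fermentable ethanol glycerol medium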
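Temperature-sensitive fusion-defective S. cerevisiae (e.g. fzo1-1, mgm1-5) were grown with compound in YPEG medium (3% ethanol, 3% glycerol) for 48 hours at 37C. Growth rescue was measured as viability by CellTiterGlo luminescence after 10 minutes at ambient.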
a7 integrin act – qHTS for Activators of Integrin-Mediated Alleviation for Muscular Dystrophy; alpha7betagal myoblasts, beta-gal FDG fluorescence, 48 h; actives 0.064% (n = 350,000); Potency, µM (doses to about 38.3 µM), for the others: at the top dose activation, most hits filed as activators; AID 624291, 2012;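 also: potency is read from the fitted curve at half-maximal effect; 100% = response of the positive control SU9516; nearly all actives have a fitted effect of over 60% in size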
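Alpha7betagal+/- myoblasts (passage 13) were plated 16-24 hr, then exposed to compounds (1:260 dilution of DMSO stock) for 48 hours at 37C. After MPER lysis, β-galactosidase reporter activity was read as FDG fluorescence (ex 480/em 540) after 30 minutes.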
TCR act – Activators of T cell receptors: qHTS campaign; AID 504894, 2011; primary human leukocytes, anti-CD3, IL-2 HTRF, 48 h; 330,000 tested, under 10 active; Potency, µM (doses to about 9.22 µM), without a hit: at the top dose activation of IL-2 secretion, most hits filed as activators; also: % of control where 0% means no effect
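Primary human leukocytes receive a-CD3 beads and test compound and are incubated 48 hr. Secreted IL-2 is then assayed by HTRF, measuring 665nm acceptor emission after 320nm excitation of the europium donor.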
TSHR antag – Antagonists of the Thyroid Stimulating Hormone Receptor: HTS campaign; TSHR-expressing cells, TSH-stimulated cAMP HTRF, 2 h; active compounds read low; activity change, negative = inhibition, % at 11.5 µM; actives 0.2% (n = 330,000);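 active = activity change below a set negative limit, meaning inhibition stronger than a set level, cut at about -70% in these data; inconclusive = activity change between two set negative limits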; also: % is scaled to controls: 0 for no effect and ±100 for the full control effect
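Competitive HTRF cAMP read-out (cryptate anti-cAMP antibody, cAMP-d2; 30 min, room temperature) in freshly harvested TSHR cells. Compounds added before TSH at EC80 (4nM final), followed by 2 hours' incubation at 37 deg C.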
Menin-MLL TR inh – qHTS Assay for Inhibitors Targeting the Menin-MLL Interaction in MLL Related Leukemias: Competition With Texas Red Labeled MLL-derived Mutant Peptide; O00255; Menin + Texas Red MLL mutant peptide, fluorescence polarization; Potency, µM (titrated, usually from 61.6 µM), for the others: top-dose FP activity change, negative = inhibition, hits mostly inhibitors; actives 0.23% (n = 270,000); active = well fitted inhibition curve with a large enough effect in the polarisation, with a control signal flat, not every such curve was filed as active; inconclusive = small, poorly fitted or top-dose-only effect, or effect the other way, or a change in a side signal; inactive = no such curve, though single readings can be large or run the other way; the % refers to the polarisation; also: potency is read from the fitted curve at half-maximal effect; % of control where 0% means no effect; many of its hits are not listed in these tables
Target sequence (O00255 whole entry, looked up): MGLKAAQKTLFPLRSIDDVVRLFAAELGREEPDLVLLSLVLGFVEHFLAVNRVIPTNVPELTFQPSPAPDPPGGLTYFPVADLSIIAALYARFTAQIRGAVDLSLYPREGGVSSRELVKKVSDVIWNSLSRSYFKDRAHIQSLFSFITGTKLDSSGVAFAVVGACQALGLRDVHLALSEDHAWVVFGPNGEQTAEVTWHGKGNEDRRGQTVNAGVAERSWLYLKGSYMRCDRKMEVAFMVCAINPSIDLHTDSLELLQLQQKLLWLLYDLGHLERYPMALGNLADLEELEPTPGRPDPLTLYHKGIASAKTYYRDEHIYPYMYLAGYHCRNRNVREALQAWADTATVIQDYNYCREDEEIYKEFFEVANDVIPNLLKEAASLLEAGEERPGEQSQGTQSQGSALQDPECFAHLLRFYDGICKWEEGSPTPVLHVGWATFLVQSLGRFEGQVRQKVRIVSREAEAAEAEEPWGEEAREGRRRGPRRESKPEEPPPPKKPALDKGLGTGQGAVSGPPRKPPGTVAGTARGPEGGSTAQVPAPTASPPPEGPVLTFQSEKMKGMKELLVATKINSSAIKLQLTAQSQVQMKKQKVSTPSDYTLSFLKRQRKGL
CXXC DNA block – qHTS Fluorescence Polarization Assay for Inhibitors of MLL CXXC domain - DNA interaction. Histone-lysine N-methyltransferase 2A (Homo sapiens), Q03164. MLL-CXXC / FITC-HOXA9 DNA fluorescence polarization. Potency, µM (highest dose often 115 µM), without a hit: at the highest dose activity change, negative = inhibition, actives largely listed as inhibitors. actives 0.037% (n = 290,000). AID 2662, 2010; active = well fitted inhibition curve with a large enough effect in the polarisation, with a control signal flat, not every such curve was filed as active; inconclusive = small, poorly fitted or top-dose-only effect, or effect the other way, or a change in a side signal; inactive = no such curve, though single readings can be large or run the other way; the % refers to the polarisation; also: potency is read from the fitted curve at half-maximal effect
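Purified MLL-CXXC (added from a 7 uM solution) was preincubated 5 min at ambient with pinned compounds in 50 mM Tris-HCl pH 7.5, 50 mM NaCl, 1 mM DTT, 0.05% BSA. Fluorescein-labeled HOX-A9 DNA (50 nM solution) followed, 30 min, then polarization read.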
AT treatment – qHTS Assay for Identifying a Potential Treatment of Ataxia-Telangiectasia; […] A-T fibroblasts, KAP-1 phosphorylation AlphaLISA; neocarzinostatin DNA damage 30 min before lysis; Potency, µM (top dose mostly 57.5 µM), without a hit: top-dose activation, most hits filed as activators; actives 0.19% (n = 320,000); AID 485349, 2010; also: potency is read from the fitted curve at half-maximal effect; % of control where 0% means no effect; nearly all actives have a fitted effect of over 45% in size
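ATM-like activity read as KAP-1 phosphorylation via AlphaLISA donor/acceptor antibody pairs after lysis and 6 hr at 25C. Cells were ATM-null patient fibroblasts ([…], hTERT), dosed 60 min, then exposed to the DSB inducer NCS for 30 min.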
S-ASM inh – Inhibitors of Secretory Acid Sphingomyelinase (S-ASM): qHTS | Sphingomyelin phosphodiesterase (Homo sapiens), P17405 | placental ASM, HMU-PC fluorogenic substrate, 60 min | Potency, µM (top dose mostly 57.5 µM), for inactives: at the top dose activity change, negative = inhibition, most hits filed as inhibitors | actives 0.006% (n = 340,000); also: potency is read from the fitted curve at half-maximal effect
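Human placenta-derived ASM preincubated with compound 10 min at room temperature, then reacted with 9 uM (final) fluorogenic HMU-PC substrate for 60 min at 37 C. Stop solution raises pH to 10; fluorescence read at Ex 386/Em 447 nm.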
TSG101-PTAP inh – qHTS Assay for Iinhibitors of HIV-1 Budding by Blocking the Interaction of PTAP/TSG101; Tumor susceptibility gene 101 protein (Homo sapiens), Q99816; Fluorescence polarization, FITC-PTAP peptide / Tsg101 binding; Potency, µM (top dose mostly 115 µM), inactives show at the highest dose activity change, negative = inhibition, actives largely listed as inhibitors; 340,000 tested, under 10 active; AID 493005, 2010; active = well fitted inhibition curve with a large enough effect in the main read-out, with a control signal flat, not every such curve was filed as active; inconclusive = small, poorly fitted or top-dose-only effect, or effect the other way, or a change in a side signal; inactive = no such curve, though single readings can be large or run the other way; also: potency is read from the fitted curve at half-maximal effect; % of control where 0% means no effect
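Fluorescence polarization binding of Tsg101 binding domain (10 uM final) to FITC-labeled PTAP peptide (50 nM final) in HEPES pH 7.5 buffer with NaCl, Tween 20, EDTA, TCEP. Compounds added before peptide; binding 20 min at RT.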
MBNL1-CUG inh – qHTS Assay for Inhibitors of MBNL1-poly(CUG) RNA binding; AID 2675, 2010; TR-FRET MBNL1-His/biotin-(CUG)12 binding, 665/545 ratio; Potency, µM (titrated, usually from 57.5 µM), for the others: top-dose activity change, negative = inhibition, usual class: inhibitors; actives 0.036% (n = 280,000); Muscleblind-like protein 1 (Homo sapiens), Q9NR56; active = well fitted inhibition curve with a large enough effect in the signal ratio, with a control signal flat, not every such curve was filed as active; inconclusive = small, poorly fitted or top-dose-only effect, or effect the other way, or a change in a side signal; inactive = no such curve, though single readings can be large or run the other way; the % refers to the signal ratio; also: potency is read from the fitted curve at half-maximal effect; % is scaled to controls: 0 for no effect and ±100 for the full control effect
Target sequence (Q9NR56 whole entry, looked up): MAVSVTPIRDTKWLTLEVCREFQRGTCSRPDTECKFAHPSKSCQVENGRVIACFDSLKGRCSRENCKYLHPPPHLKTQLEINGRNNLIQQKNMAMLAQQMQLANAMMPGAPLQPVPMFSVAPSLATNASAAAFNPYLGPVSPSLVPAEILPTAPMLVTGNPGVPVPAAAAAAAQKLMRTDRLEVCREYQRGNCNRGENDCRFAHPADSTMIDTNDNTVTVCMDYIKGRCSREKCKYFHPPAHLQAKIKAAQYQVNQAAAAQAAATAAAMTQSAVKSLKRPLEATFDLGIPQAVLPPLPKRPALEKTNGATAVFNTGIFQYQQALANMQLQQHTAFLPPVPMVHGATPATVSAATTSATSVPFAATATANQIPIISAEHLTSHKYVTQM
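His-tagged MBNL1 binding to biotinylated (CUG)12 RNA was measured by TR-FRET using terbium anti-His antibody (0.055 ng/ul final) and streptavidin-XL665 (5 nM final). Compounds were titrated 92 nM to 58 uM; 60 min at room temperature.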
Active calls of the source: *; ? = inconclusive; · = no result given; [ ] = another dose, or the depositor's remark. Unless noted, calls follow the shape of the dose curve; as a rule, active = well fitted curve in the direction sought with a large enough effect; inconclusive = small, poorly fitted or top-dose-only effect, or another doubt; inactive = no such curve, though single readings can be large; an effect the other way counts as inactive or inconclusive.

SMILES	Mito fusion act	a7 integrin act	TCR act	TSHR antag	Menin-MLL TR inh	CXXC DNA block	AT treatment	S-ASM inh	TSG101-PTAP inh	MBNL1-CUG inh
CCOC(=O)C1=C(C)NC(=O)NC1c1ccc(OC)c(CN2CCOCC2)c1 (centres undefined)	-4%	5%	-1%	7	25%	-4%	0%	11%	-2%	2%
COc1ccc(-c2[nH]c(-c3ccccc3)nc2SCC(=O)NCc2ccco2)cc1OC	1%	-24%	-3%	-7	11%	-2%	12%	-2%	1%	-10%
Cc1ccc(Cl)cc1N1CCN(Cc2nc3c(c(=O)[nH]c(=O)n3C)n2Cc2ccccc2F)CC1	19%	-18%	-9%	-6	-12%	13%	5%	-22%	0%	3%
Cc1cc(NC(=O)CSc2nccn2C)no1	?	20%	8%	-8	15%	23%	3%	9%	-1%	-5%
CCO/N=C(\N)c1[nH]ncc1Br	1%	-5%	-4%	3	·	-1%	-5%	5%	-7%	·
COC(=O)COc1ccc(S(=O)(=O)NCc2ccco2)cc1	0%	-20%	·	2	24%	3%	-2%	0%	-1%	-4%
CC[C@H](C)[C@H](NC(N)=O)C(=O)NNC(=O)c1ccc(COc2cccc3cccnc23)cc1	-2%	-1%	-7%	-6	-16%	2%	0%	1%	-2%	14%
CC(=O)NC(CC(=O)OCC(=O)c1c(N)n(C)c(=O)n(C)c1=O)c1ccccc1 (centres undefined)	2%	5%	3%	12	-6%	5%	-3%	-1%	-2%	-2%
COc1ccc(NC(=O)C(=O)NCC(c2ccco2)N2CCc3ccccc3C2)cc1OC (centres undefined)	12%	-28%	3%	9	·	·	1%	1%	1%	·
O=[N+]([O-])c1ccc(Nc2c3ccccc3nc3ccccc23)cc1	7%	-34%	8%	-24	?	6%	-2%	120%	3%	?
O=C(CCc1nc2ccccc2[nH]1)Nc1ccccc1	-5%	5%	7%	1	7%	1%	17%	0%	-8%	-7%
Cc1ccc(C)c(C(=O)COC(=O)c2ccc(C)c(S(=O)(=O)N3CCOCC3)c2)c1	0%	-1%	2%	-16	·	·	13%	-7%	0%	·
O=C(O)C[C@]1(C(=O)Nc2ccc(F)cc2)CC(/C=C/c2ccccc2)=NO1	-7%	11%	5%	4	?	9%	-2%	0%	-1%	-2%
Cc1ccc(N2C(=O)CN(Cc3sccc3C)C2=S)cc1C	23%	-19%	2%[46.1 µM]	4	21%	?	2%	-2%	-1%	-4%
CN(C)C(=S)N=Nc1[nH]c2ccccc2c1O	7%	-4%	1%	2	-10%	-24%	5%	3%	-5%	?
Cc1ccc(C)c(S(=O)(=O)NNC(=O)c2sc(NS(=O)(=O)c3ccccc3)nc2C)c1	-12%	1%	-13%	-7	23%	8%	-11%	-6%	-8%	0%
Oc1ccc(Br)cc1CNc1ccccn1	0%	?	4%	8	·	8%	6%	1%	-5%	·
CC(C)Cn1c2c(c(=O)[nH]c1=O)C(NS(=O)(=O)c1ccc(Cl)cc1)(C(F)(F)F)C(=O)N2 (centres undefined)	-2%	5%	13%	1	·	-5%	35%	4%	-4%	2%
CNc1nc2sc3c(c2c(=O)n1C)CC(C)(C)SC3	?	-23%	1%	3	19%	1%	13%	33%[activator]	-2%	-7%
COc1ccc(CNc2nc3c(c(=O)[nH]c(=O)n3C)n2CCCc2ccccc2)cc1	-1%	27%	7%	-2	-1%	-2%	1%	-2%	2%	4%
CC(C)(C)NC(=O)C(c1ccc(Cl)cc1)N(CCO)C(=O)c1snc(C(N)=O)c1N (centres undefined)	2%	-31%	-5%	11	2%	-8%	2%	115%[activator]	-5%	11%
CSc1nnc(-c2sc3cc(C(F)(F)F)cnc3c2-c2cccnc2)n1C	0%	-2%	-1%	-3	1%	-4%	2%	6%	0%	14%
Cc1nc2ccc(S(=O)(=O)NCC(=O)N3CCc4ccccc4C3)cc2s1	-8%	-14%	-1%	0	-1%	1%	8%	1%	-5%	-6%
CCOC(=O)C1=C(N)Oc2ccc3ccccc3c2C1c1ccc(O)cc1 (centres undefined)	-16%	-41%	-3%	15	?	19%	10%	-12%	-8%	-6%
CON(C)S(=O)(=O)c1cccc(C(=O)Oc2ccc(N(C)S(=O)(=O)c3ccccc3)cc2)c1	-5%	15%	4%	-4	-2%	19%	-1%	-4%	10%	0%
The results go on.
SMILES	Mito fusion act	a7 integrin act	TCR act	TSHR antag	Menin-MLL TR inh	CXXC DNA block	AT treatment	S-ASM inh	TSG101-PTAP inh	MBNL1-CUG inh
COc1ccc(/C=C2\C(=N)N3N=C(CC(=O)N4CCCCC4)SC3=NC2=O)cc1	-5%	?	4%	-5	20%	2%	3%	0%	-4%	1%
S=c1[nH]nc(-c2ccncc2)n1CC1CCCO1 (centres undefined)	-1%	29%	-2%	3	-3%	3%	4%	3%	-1%	7%
Cc1nn(-c2ccccc2)c(Cl)c1/C=N/NC(N)=O	2%	12%	4%	-6	·	-1%	-3%	-1%	-2%	1%
CCCn1c(SCC(=O)NCCc2ccccc2)nnc1C(C)C	-1%	2%	1%	-3	·	-1%	-6%	5%	-7%	-4%
Cc1cccc(NC(=O)CN2NS(=O)(=O)c3ccccc3C2=O)c1	0%	-17%	2%	5	·	-6%	0%	-2%	-6%	1%
Oc1ccccc1CNCCCNCc1ccccc1O	-3%	-15%	1%	3	11%	-2%	-2%	2%	-3%	2%
Cc1cc(NS(=O)(=O)c2ccc(NC(=O)Nc3ccccc3)cc2)no1	-2%	10%	-7%	7	11%	1%	2%	-1%	-2%	-6%
NC(=O)c1ccccc1NC(=O)CCN1C(=O)c2ccccc2C1=O	0%	7%	-1%	-1	19%	10%	-4%	3%	-4%	1%
CCCCn1c(Nc2ccccc2)nc2ccccc21	-4%	-16%	3%	11	12%	12%	·	2%	-2%	-20%
CCC(C)c1ccc(NC(=O)COC(=O)C2=COCCO2)cc1 (centres undefined)	-2%	-12%	0%	-9	-1%	58%[activator]	·	3%	-9%	-2%
COC(=O)CCS(=O)(=O)c1ccc(Cl)cc1	-2%	25%	-1%	0	3%	20%	-5%	-2%	-5%	4%
CCN(CCCNC(=O)CCNC(=O)Cn1cnc2ccccc2c1=O)c1cccc(C)c1	-2%	6%	4%	1	9%	14%	-5%	-1%	-4%	-6%
Cc1cc(C)n(-c2ccc(C(=O)OCC(=O)NCc3ccc(Cl)cc3)cc2)n1	1%	24%	1%[46.1 µM]	17	-3%	10%	0%	-5%	1%	-2%
COc1cccc(/C=N/NC(=O)CCNc2n[nH]c(=O)[nH]c2=O)c1OC	-8%	9%	-2%	12	-13%	-10%	0%	2%	0%	4%
COc1ccccc1/C=C/C(=O)NC(=S)NC(C)C	14%	-36%	-2%[46.1 µM]	20	?	1%	5%	0%	-4%	-16%
CC(=O)Nc1nnc(SCC(=O)c2ccc3c(c2)Cc2ccccc2-3)s1	-2%	14%	-27%	-9	?	5%	3%	1%	0%	·
CN1C(=O)CC2(CC(=O)N(Cc3ccccc3)C2)C1=O (centres undefined)	-4%	22%	7%[46.1 µM]	22	9%	-4%	0%	2%	-2%	-3%
O=C(N/C(=C/c1cccnc1)C(=O)N1CCOCC1)c1ccccc1F	0%	20%	0%	3	·	9%	1%	5%	-2%	·
Cc1ccccc1C(=O)NNc1ccc([N+](=O)[O-])cc1	-6%	-12%	1%	·	-1%	9%	·	0%	-2%	?
COC(=O)c1nnn(-c2nonc2N)c1CSc1nnc(C)s1	11%	28%	-2%	-3	10%	7%	2%	-1%	-1%	-8%
Cc1cccc(CS(=O)(=O)Cc2ccc(C(=O)NCC3CCCO3)o2)c1 (centres undefined)	2%	-3%	-1%	2	9%	4%	1%	·	-4%	-3%

From PubChem

This is a subset (hit frequency here may not be typical).
